# bIAP activator = increases bovine intestinal alkaline phosphatase activity; purified bovine IAP, CDP-star luminescence, 30 min; hits give high values; fold of DMSO-control signal, blank-subtracted; AID 1016; activation factor at 20 µM; actives 0.17% (n = 200,000);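 active means activation factor of 2 or more at 20 µM, a signal rise over negative controls twice the positive control's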
# PPARg SRC-3 ag = promotes SRC-3 coactivator recruitment by human PPARgamma; actives 0.26% (n = 200,000); biochemical PPARgamma/SRC-3 coactivator recruitment assay; activation, % at 8 µM; P37231; in the data active means activation above about 23%;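 further: 0% = DMSO and 100% = reference agonist; some compounds past the cut are filed as inactive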
# Target sequence (P37231 whole entry, looked up): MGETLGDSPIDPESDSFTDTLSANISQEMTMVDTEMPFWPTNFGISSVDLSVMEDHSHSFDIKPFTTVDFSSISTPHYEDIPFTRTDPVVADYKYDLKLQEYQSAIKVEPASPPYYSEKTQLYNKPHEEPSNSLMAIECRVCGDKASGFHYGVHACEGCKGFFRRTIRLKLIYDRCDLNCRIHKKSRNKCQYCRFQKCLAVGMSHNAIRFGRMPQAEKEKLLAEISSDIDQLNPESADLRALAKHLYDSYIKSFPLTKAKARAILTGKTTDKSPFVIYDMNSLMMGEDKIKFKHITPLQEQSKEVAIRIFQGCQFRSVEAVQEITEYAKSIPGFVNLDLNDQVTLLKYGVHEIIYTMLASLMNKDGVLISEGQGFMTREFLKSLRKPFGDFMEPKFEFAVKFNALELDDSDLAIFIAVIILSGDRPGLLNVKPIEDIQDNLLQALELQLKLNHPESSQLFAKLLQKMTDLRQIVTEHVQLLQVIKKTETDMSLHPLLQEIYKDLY
# TNAP inh hiacc = TNAP (human) inhibition, high acceptor; P05186; purified TNAP, CDP-star luminescence, 1 M DEA; inhibition, % at 20 µM; actives 0.03% (n = 200,000); AID 1135;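 active means over 50% inhibition of tissue-nonspecific alkaline phosphatase at 20 µM in the single-dose screen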;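 further: plate controls were DMSO wells for no effect and EDTA-quenched wells as full inhibition for full effect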
# Target sequence (P05186 whole entry, looked up): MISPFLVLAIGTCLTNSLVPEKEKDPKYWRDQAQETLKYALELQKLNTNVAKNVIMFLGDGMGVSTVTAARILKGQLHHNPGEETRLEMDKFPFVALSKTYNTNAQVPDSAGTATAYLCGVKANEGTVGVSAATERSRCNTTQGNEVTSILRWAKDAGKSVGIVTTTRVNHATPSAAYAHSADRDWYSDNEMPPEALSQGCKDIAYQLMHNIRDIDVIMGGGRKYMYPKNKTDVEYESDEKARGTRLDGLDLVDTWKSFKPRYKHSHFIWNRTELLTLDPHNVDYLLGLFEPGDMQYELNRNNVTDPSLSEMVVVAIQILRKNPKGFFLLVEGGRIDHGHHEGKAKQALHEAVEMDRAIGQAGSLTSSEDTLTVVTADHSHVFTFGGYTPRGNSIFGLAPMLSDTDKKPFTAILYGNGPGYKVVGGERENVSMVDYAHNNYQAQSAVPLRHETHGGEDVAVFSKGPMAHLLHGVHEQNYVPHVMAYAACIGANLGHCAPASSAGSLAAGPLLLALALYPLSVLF
# TNAP inh noacc = inhibitors of human TNAP without phosphate acceptor. P05186. purified TNAP, CDP-star luminescence, 30 min. inhibition, % at 20 µM. actives 0.26% (n = 200,000);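 active means tissue-nonspecific alkaline phosphatase inhibition above about 50% at 20 µM in the single-dose screen, limit read from the data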;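 further: 0% = DMSO negative control and 100% = EDTA positive control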
# TNAP act hiacc = increases human TNAP activity under high phosphate acceptor concentration; purified TNAP, CDP-star luminescence, 1 M DEA, 30 min; hits give high values; 0 = EDTA background, 1 = DMSO-only activity; activation factor at 20 µM; 200,000 tested, under 10 active; AID 1136;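 active means activation factor at least 2 at 20 µM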
#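 Dosing: 20 µM single point. System: human TNAP. Amount: TNAP 1/800 final. Incubation: 30 min, room temperature. Read-out: TNAP activation factor scaled between EDTA and DMSO control wells. Signal: luminescence from CDP-star hydrolysis. Medium: 1 M DEA, pH 9.8, Mg2+, Zn2+. Control set: EDTA negative control, DMSO positive control.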
# PPARg SRC2 recr = promotes SRC-2 coactivator recruitment by human PPARgamma. P37231. PPARgamma LBD-SRC-2 recruitment, biochemical. activation, % at 8 µM. actives 0.34% (n = 200,000). AID 1032; in the data active means activation above about 22%;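 further: 0% = vehicle and 100% = reference agonist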
# HMGR II inh = inhibitors of class II HMG-CoA reductase from Enterococcus faecalis. purified E. faecalis HMGR, NADPH absorbance 340 nm kinetic. inhibition, % at 10 µM. actives 0.41% (n = 190,000);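 active means inhibition above a set limit, the median over all tested compounds plus 3 SD, cut at about 9.5% in these data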;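 further: enzyme runs in reverse so mevalonate oxidation gives rising NADPH absorbance; 0% = complete reaction with DMSO and 100% = background rate lacking mevalonate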
# bIAP inhibitor = blocks bovine intestinal alkaline phosphatase activity; purified bovine IAP, CDP-star luminescence, 30 min; inhibition, % at 20 µM; 190,000 tested, under 10 active; AID 1019;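 active means over 50% inhibition of intestinal alkaline phosphatase at 20 µM in the single-dose screen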
#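 Assay system: bovine IAP enzyme; medium: DEA buffer 100 mM, pH 9.8, with MgCl2 1.0 mM, ZnCl2 0.02 mM; doses: 20 µM single dose; incubation: enzyme reaction for 30 min at room temperature; detection: CDP-star luminescence signal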
# TR-FRET SRC-2 ct = flags TR-FRET format artefacts in PPARgamma SRC-2 recruitment agonist screen. TR-FRET artefact counter-screen; hits give high values. TR-FRET ratio at 8 µM. actives 0.4% (n = 200,000); in the data active means TR-FRET ratio above about 2000; further: inactives centre near 1500
# PPARg SRC1 recr = agonists of human PPARgamma SRC-1 coactivator recruitment; P37231; PPARgamma-SRC-1 coactivator recruitment biochemical assay; activation, % at 8 µM; actives 0.41% (n = 200,000); in the data active means activation above about 19%;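 further: 0% = DMSO and 100% = reference agonist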
# An asterisk follows results filed as active; · = not tested or not shown.
SMILES,bIAP activator,PPARg SRC-3 ag,TNAP inh hiacc,TNAP inh noacc,TNAP act hiacc,PPARg SRC2 recr,HMGR II inh,bIAP inhibitor,TR-FRET SRC-2 ct,PPARg SRC1 recr
Cc1ccc(Oc2nc3ccccc3n3c(C)nnc23)c(C)c1,0.9,1,-2,-8,1,7,1,9,1517,4
O=C(NCCCCCCNC(=O)N1CCCCCC1)N1CCCCCC1,0.9,-7,-4,-9,1,-1,-3,5,1547,5
COc1ccc(NC(=O)c2cccc(-n3c(C)ccc3C)c2)c(OC)c1,0.9,-5,-4,-8,1,-7,-10,9,1438,-3
Cc1sc2nc(COC(=O)c3ccc(N4CCCC(C)C4)c([N+](=O)[O-])c3)[nH]c(=O)c2c1C (centres undefined),0.9,0,4,6,1,2,0,9,1446,6
CC(C)CC(C(=O)NC1CCCC1)N(Cc1cccs1)C(=O)c1snc(C(N)=O)c1N (centres undefined),1.2,7,-4,-6,1,4,-3,-24,1581,2
C=CCN1CCN(C(c2ccc(OC)c(OC)c2)c2nnnn2C(C)(C)C)CC1 (centres undefined),1.1,1,-1,-11,1,3,-1,-12,1464,-1
CC(=O)c1cccc(N/C=C\C(=O)c2ccc(C)cc2)c1,0.9,-5,-7,-2,1.1,-3,-6,12,1443,0
CCn1c(SCC(=O)c2[nH]c(C)c(C(C)=O)c2C)nnc1-c1ccncc1,0.9,-3,-4,-11,1,10,0,10,1644,12
O=C(NCc1cccs1)c1cnc2sccn2c1=O,1,0,-1,-9,1,-3,-4,5,1557,4
Cc1ccccc1OCCOCCN1CCCCCC1,1.1,0,-4,-9,1,-1,6,-13,1553,-9
COc1cc([N+](=O)[O-])ccc1NC(=O)CC1SC(=Nc2ccc(F)cc2)N(CCC2=CCCCC2)C1=O (centres undefined),0.9,-3,-2,-10,1,7,-5,14,1521,-1
O=C1NC(=Nc2ccccc2)S/C1=C/c1cccs1,1.1,6,1,1,1,-2,-6,-7,1567,2
CC1Cc2ccccc2N1C(=O)CSc1nc2c(c(=O)n(C)c(=O)n2C)n1Cc1ccccc1 (centres undefined),1,0,-3,-1,1,1,0,-5,1299,4
Cc1c(N=Cc2ccc[nH]2)c(=O)n(-c2ccccc2)n1C,1,12,-3,-13,1,0,2,4,1578,9
CCOC(=O)c1ccc(N=c2sc(C(=O)OC)cc(=O)n2C2CC2)cc1,·,8,·,·,·,-2,3,·,1428,2
Cc1nc2ccc(S(=O)(=O)NCC(=O)NC(C)c3ccccc3)cc2s1 (centres undefined),1.1,2,1,-7,1,7,-5,-7,1499,8
CCc1nc2sc(C#N)c(N)c2c2c1CCCC2,·,3,·,·,·,2,-2,·,1396,-1
Cc1c(/C=N/NC(=O)C2(O)c3ccccc3-c3ccccc32)cnn1C,1,-1,-3,-7,1,7,4,0,1611,2
CCCCn1c(O)c(C=NCCCN(C)C)c(=O)[nH]c1=O,0.9,9,-2,-7,1,4,0,8,1428,-1
C[C@@H]1C=C(C(=O)N2CCN(Cc3ccccc3)CC2)O[C@H](OCc2ccc(CO)cc2)C1,1.1,0,-3,2,1,0,-3,-6,1504,-3
O=C(CSc1nc2[nH]ncc2c(=O)[nH]1)Nc1ccccc1,1.1,2,-3,0,1,4,1,-10,1425,2
COc1cc(Cl)c(C)cc1NC(=O)CSCC#N,0.8,5,-3,-12,1,-1,-2,23,1719,4
Cc1ccc(Cl)c(OC(=O)c2ccc(N3CCOCC3)c([N+](=O)[O-])c2)c1,0.9,1,0,1,1,-4,-1,7,1556,-3
Cc1cc(C)c[n+](-c2nc3ccccc3nc2[N-]S(=O)(=O)c2cccs2)c1,0.9,-7,-3,0,1,-2,-2,12,1424,4
CCOC(=O)c1cccc(NC(=O)Cn2c(CC(=O)NC)nc3ccccc32)c1,1,8,0,-6,1,4,-11,1,1726,-3
O=C(CSc1nnc(NC(=O)c2ccco2)s1)NC1CCCCC1,0.9,-2,-11,-4,1.1,-1,0,13,1383,2
Cc1occc1-c1nnc(SCC(=O)Nc2nccs2)n1CCc1ccccc1,0.9,-8,-7,-8,1.1,-5,0,7,1445,-7
CCC(CO)n1c(=S)[nH]c2cc(OC)c(OC)cc2c1=O (centres undefined),0.9,-3,-2,-14,1,-1,-1,12,1571,-1
CCC(=O)c1cc2c(C)cc(=O)oc2c(C)c1OC(=O)C(C)C,0.7,1,-7,0,1.1,1,-2,26,1604,-4
c1ccc(CCn2c3ccccc3c3nnc(SCc4ccc5nonc5c4)nc32)cc1,0.8,-8,2,-14,1,0,-3,23,1470,4
CCCN(CCC)C(=O)CC(c1ccccc1)C1CCOC(C)(C)C1 (centres undefined),1.1,-1,-3,-9,1,0,-5,-9,1405,-6
Cc1ccc(N2C(=O)c3cccc([N+](=O)[O-])c3C2=O)cc1C,1,-2,-4,-12,1,6,-5,0,1695,5
O=C(CSc1nncn1-c1cccnc1)N(c1ccccc1)c1ccccc1,0.9,6,-4,-2,1,-3,-3,6,1483,-3
Cc1cc(=O)oc2cc(OCC(=O)N3CCCc4ccccc43)ccc12,0.9,-11,-2,4,1,-11,-2,11,1598,3
N#CC1=C(N)Oc2nc[nH]c(=O)c2C1c1cccs1 (centres undefined),1.3,-2,-3,-4,1,-6,0,-26,1337,-10
O=C(N/N=C\c1cc([N+](=O)[O-])ccc1N1CCOCC1)c1ccccn1,0.9,5,0,-30,1,5,3,6,1723,11
CCOC(=O)C(=Nc1ccccc1)NO,1.1,-2,-8,-9,1.1,0,-1,-7,1554,-6
CC1CN(c2ccc(Cl)nn2)CC(C)O1 (centres undefined),1,7,-5,-12,1,3,-2,-4,1668,11
O=C(COC(=O)C1CCCO1)Nc1cccc(C(F)(F)F)c1 (centres undefined),0.9,3,1,-9,1,3,0,6,1696,4
Cc1c(C2C(C#N)=C(N)N(c3ccccc3C#N)C3=C2C(=O)CCC3)cnn1C (centres undefined),1,1,-2,-13,1,-4,-2,4,1526,-10
Cc1ccc(S(=O)(=O)c2nc(NN(C)C)sc2Cl)cc1,1.1,-1,2,3,1,5,-4,-7,1700,6
O=c1cc[nH]c2cccc(Cc3ccccc3)c12,1,-5,-2,-12,1,8,-1,-1,1592,2
CCOC(=O)C1=C(C)N(c2ccccc2)C(=O)NC1c1cccc([N+](=O)[O-])c1 (centres undefined),0.9,4,-1,-11,1,9,-4,10,1692,4
O=S(=O)(c1ccc2ccccc2c1)N1CCC(c2nc(-c3ccncc3)no2)CC1,0.9,7,5,3,0.9,-1,-2,9,1333,-9
CCOc1ccc(CN(C(=O)c2oc3cc(C)ccc3c2C)C2CCS(=O)(=O)C2)cc1 (centres undefined),1.1,2,1,3,1,-5,-8,-6,1328,1
Cn1c(=O)n(Cc2ccc(F)cc2)c(=O)c2c1nc1n2CCCN1C1CCCCC1,0.8,-3,-4,-4,1,8,0,15,1437,1
CCCOC(=O)c1ccc(NC(=O)CCC(=O)OCC)cc1,1,14,-9,-12,1.1,8,2,2,1808,12
CSc1n[nH]c(NCc2cccs2)n1,1,5,-5,56*,1,1,0,-3,1475,-2
CN1CCN(C(=O)/C=C/c2cn(-c3ccccc3)nc2-c2ccc3c(c2)OCCO3)CC1,1.2,0,-2,-7,1,4,-9,-17,1456,6
O=C(O)CCC(=O)N1c2ccccc2NC2=C(C(=O)CC(c3ccc(F)cc3)C2)C1c1ccc([N+](=O)[O-])o1 (centres undefined),1.1,4,-5,-7,1,1,4,-5,1495,2
COC(=O)c1cccc(OC(N)=O)c1,1,6,-9,-11,1.1,5,0,5,1714,8
COc1cc(NC(=O)COc2c(C)cc(C)cc2[N+](=O)[O-])c(OC)cc1Cl,1,1,-3,-3,1,6,6,3,1511,-1
COc1ccc(C)cc1NC(=O)c1nnn(Cc2cc(C)ccc2C)c1N,1,9,-7,-15,1.1,0,-2,2,1480,-6
COCC(=O)Nc1nc(-c2ccccc2)ns1,1,2,0,-9,1,10,-6,-4,1425,-3
CCCCOc1ccc(C)cc1CN(CCO)CCO,1.1,-1,-6,-4,1.1,5,1,-9,1550,-2
COc1cc(CCC(=O)Nc2cc(C)cc(C)c2)cc(OC)c1OC,0.9,-1,6,-3,0.9,6,2,7,1747,5
CCOC(=O)Cc1csc(/N=C/c2c(O)n(-c3ccc(C)cc3C)c(=O)c3ccccc23)n1,0.8,3,26,16,0.7,-12,0,23,1283,0
CCOC(=O)c1c(C)[nH]c(C)c1C(=O)CSc1nc2ccccc2n1CC,1.1,3,0,-1,1,0,-1,-7,1494,8
COc1ccc([N+](=O)[O-])cc1NC(=O)C(C)OC(=O)C1c2ccccc2Oc2ccccc21 (centres undefined),0.9,-3,0,-2,1,-7,0,9,1604,-3
O=c1c(-c2ccccc2)c[nH]n1-c1cccc([N+](=O)[O-])c1,1,4,1,-6,1,14,0,3,1793,6

# Arranged by number of heavy atoms (smallest number first): part of the list above
SMILES,bIAP activator,PPARg SRC-3 ag,TNAP inh hiacc,TNAP inh noacc,TNAP act hiacc,PPARg SRC2 recr,HMGR II inh,bIAP inhibitor,TR-FRET SRC-2 ct,PPARg SRC1 recr
COc1cc(CCC(=O)Nc2cc(C)cc(C)c2)cc(OC)c1OC,0.9,-1,6,-3,0.9,6,2,7,1747,5
CCOC(=O)c1c(C)[nH]c(C)c1C(=O)CSc1nc2ccccc2n1CC,1.1,3,0,-1,1,0,-1,-7,1494,8
CCOC(=O)Cc1csc(/N=C/c2c(O)n(-c3ccc(C)cc3C)c(=O)c3ccccc23)n1,0.8,3,26,16,0.7,-12,0,23,1283,0

# (more compounds)
SMILES,bIAP activator,PPARg SRC-3 ag,TNAP inh hiacc,TNAP inh noacc,TNAP act hiacc,PPARg SRC2 recr,HMGR II inh,bIAP inhibitor,TR-FRET SRC-2 ct,PPARg SRC1 recr
CCc1nc(NCCN)c(C#N)c2c1CSC(C)(C)C2,1,-5,-2,-2,1,0,-1,0,1414,5
CN1C(=O)NC(c2ccccc2)(C(F)(F)F)S/C1=C(/C#N)c1nnc(N2CCOCC2)n1-c1ccccc1 (centres undefined),0.9,3,-2,-15,1,2,4,6,1515,2
COc1cc2c(cc1OC)-c1cc(NC3CC3)nc(=O)n1CC2,0.9,-1,-5,-13,1,0,0,9,1411,1
Cc1ccc(C)c2[nH]c(=O)c(C(c3nnnn3C3CCCC3)N3CCOCC3)cc12 (centres undefined),0.9,0,-5,-10,1.1,5,-5,10,1629,4
O=C(O)c1cc2ccc3ccccc3c2oc1=O,1,6,-1,-6,1,10,1,4,1435,1
Cc1nn(CC(=O)N/N=C/c2ccc3c(c2)OCO3)c(C)c1Br,1.1,-1,-5,-19,1,-8,0,-10,1597,-7
CCOC(=O)C1CCN(Cc2nc(-c3ccc(OC)c(OC)c3)no2)CC1,0.9,9,-6,-12,1.1,6,0,10,1424,11
CCOC(=O)Cn1nnnc1C(C(C)C)N(Cc1cccs1)Cc1cc2cc(C)ccc2[nH]c1=O (centres undefined),1.2,-6,-4,-1,1,2,-6,-20,1421,-4

# 3 of the entries above in order of the TNAP inh hiacc value, largest number first.
smiles	bIAP activator	PPARg SRC-3 ag	TNAP inh hiacc	TNAP inh noacc	TNAP act hiacc	PPARg SRC2 recr	HMGR II inh	bIAP inhibitor	PPARg SRC1 recr
O=C(O)c1cc2ccc3ccccc3c2oc1=O	1	6	-1	-6	1	10	1	4	1
CCOC(=O)Cn1nnnc1C(C(C)C)N(Cc1cccs1)Cc1cc2cc(C)ccc2[nH]c1=O (centres undefined)	1.2	-6	-4	-1	1	2	-6	-20	-4
Cc1nn(CC(=O)N/N=C/c2ccc3c(c2)OCO3)c(C)c1Br	1.1	-1	-5	-19	1	-8	0	-10	-7
